aSyn UTR inh – MLPCN primary screen, SNCA 5' untranslated region | alpha-synuclein 5'UTR reporter, inhibitor activity | inhibition, % (tested at 7.5 µM) | 300,000 compounds, 0.82% hits | AID 1813; in the data active = inhibition above about 60%; inconclusive = no clear call, values can overlap the other calls;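 note: H4 neuroglioblastoma cells stably carrying SNCA 5'UTR luciferase fusion; 0% = DMSO wells and 100% = positive control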
PolyA inhibitor – blocks polyadenylation in yeast reporter cells; S. cerevisiae SKY197-pL101 polyadenylation reporter, beta-gal luminescence; efflux-impaired pdr1/pdr3 knockout yeast; score 100 = 6 SD above DMSO; calls only at 12 µM; 300,000 compounds, 0.02% hits; AID 1875;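 active = lowest replicate activity score at least 50, where 100 means six control SD above control mean; inconclusive = lowest score under 50 but half or more replicates reach 50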;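 note: yeast exposed to compound for 9 h at 30 °C; higher score means more reporter readthrough which indicates perturbed polyadenylation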
GSK3beta inhib – inhibitors of human GSK3beta kinase. P49841. GST-GSK3beta kinase, ADP-Glo luminescence, 60 min; stronger effect = lower value. activity score (negative = inhibition), % at 10 µM. 300,000 compounds, 0.038% hits. AID 2097;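 active = more than half of replicate wells score below -50%, meaning over 50% inhibition versus plate controls; inconclusive = some replicates but at most half score below -50%; inactive = no replicate scores below -50%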;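 note: 0% = median DMSO wells and -100% = median GW8510 positive control wells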
Target sequence (P49841 whole entry, looked up): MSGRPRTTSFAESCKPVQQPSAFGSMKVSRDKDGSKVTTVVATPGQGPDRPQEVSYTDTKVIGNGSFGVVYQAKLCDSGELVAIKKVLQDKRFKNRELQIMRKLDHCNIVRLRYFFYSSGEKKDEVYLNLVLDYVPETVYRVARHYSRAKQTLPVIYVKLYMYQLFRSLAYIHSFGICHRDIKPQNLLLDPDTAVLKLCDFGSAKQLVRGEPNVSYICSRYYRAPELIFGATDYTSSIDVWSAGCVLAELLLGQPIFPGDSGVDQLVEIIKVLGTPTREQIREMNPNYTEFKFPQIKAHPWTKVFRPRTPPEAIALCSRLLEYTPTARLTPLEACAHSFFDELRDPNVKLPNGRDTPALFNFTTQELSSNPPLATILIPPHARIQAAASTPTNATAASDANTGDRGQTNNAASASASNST
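test system = GST-tagged human GSK3beta kinase, cell-free | reagent = 25 µM ATP with peptide substrate | dosing = one dose of 10 µM per compound | schedule = 60 min reaction, RT | detection = luminescent ADP-Glo measurement of ADP formed | control set = DMSO neutral wells and GW8510 at 20 µM as positive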
IEC-6 tox – kills IEC-6 intestinal cells in KLF5 counter-screen; IEC-6 cytotoxicity, luminescence viability; inhibition, % at 5 µM; 290,000 compounds, 0.78% hits; AID 1825; in the data active = inhibition above about 22%;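 note: 0% = plate median of test compound wells and 100% = cytotoxic reference compound wells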
AI-2 QS modul – Vibrio harveyi AI-2 quorum sensing modulation | activity change, % at 7.5 µM | AID 2094 | 300,000 compounds, 0.4% hits | Vibrio harveyi JMH597 AI-2 luminescence/OD600 ratio, 9 h; stronger effect = lower value; strain lacks LuxN and CqsS sensors; 0 = neutral-control median; in the data active = activity change below about -75%, passing the limit was not always enough; inconclusive = no clear call, values can overlap the other calls;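 note: luminescence divided by OD600 gain over 9 h not by final OD600 alone; inactives centre near 13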
HSF1 inhib – HSF1 inhibition. NIH3T3-HGL HSE-luciferase, MG132-induced, luminescence 8 h; stronger effect = lower value. 300,000 compounds, 0.77% hits. AID 2098. activity change, negative = inhibition, % at 7.5 µM (by protocol);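 active = more than half of replicate wells show activity change below -50%, luminescence cut by over half; inconclusive = some wells, but at most half, below -50%; inactive = no replicate well below -50%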;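 note: luciferase reports HSF-1 transcriptional activity via heat shock element; 0% = median of DMSO wells and -100% = zero luminescence signal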
KLF5 inhibitor – inhibitors of KLF5 expression. DLD-1 KLF5 promoter-luciferase reporter, luminescence. inhibition, % at 5 µM. 290,000 compounds, 0.23% hits. AID 1700;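 active = inhibition above a per-plate limit of that plate's mean compound inhibition plus 3 SD, cut at about 60% in these data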;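 note: 0% = DMSO wells and 100% = LY294002 at 200 µM; higher means less KLF5 promoter-driven luciferase light; inactives centre near -14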
HSF1 activator – increases HSF-1 driven luciferase reporter signal | NIH3T3-HGL HSF-1 luciferase reporter, MG132, 8 h; 100% = twice DMSO control signal | activation, % at 9 µM | 300,000 compounds, 1.7% hits;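 active = mean replicate activation of at least 50% with a set share of replicates each reaching 50%; inconclusive = only one of those two conditions met; inactive = mean below 50% and too few replicates reaching it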;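 note: 0% = median of the neutral control wells and 100% = twice that signal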
HSP90 refold inh – blocks HSP90-mediated luciferase refolding in reticulocyte lysate; Rabbit reticulocyte lysate, luciferase refolding luminescence, 3 h; inhibition, % at 5.6 µM; 290,000 compounds, 0.91% hits; AID 1789;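 active = inhibition above the screen-wide mean plus 3 SD, computed separately per campaign, cut at about 16% in these data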;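 note: 0% = DMSO wells and 100% = 60 µM geldanamycin wells; inhibitors lower the luminescence because luciferase stays unfolded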
GSK3 alpha inh – blocks human GSK-3 alpha kinase; AID 2650; 320,000 compounds, 0.1% hits; inhibition, % at 10 µM; ADP-Glo luminescence, 60 min; P49840;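 in the data active = inhibition above about 50%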;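 note: GST-tagged GSK-3 alpha with peptide substrate and 25 µM ATP; 0% = DMSO neutral wells and 100% = GW8510 positive control wells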
Target sequence (P49840 whole entry, looked up): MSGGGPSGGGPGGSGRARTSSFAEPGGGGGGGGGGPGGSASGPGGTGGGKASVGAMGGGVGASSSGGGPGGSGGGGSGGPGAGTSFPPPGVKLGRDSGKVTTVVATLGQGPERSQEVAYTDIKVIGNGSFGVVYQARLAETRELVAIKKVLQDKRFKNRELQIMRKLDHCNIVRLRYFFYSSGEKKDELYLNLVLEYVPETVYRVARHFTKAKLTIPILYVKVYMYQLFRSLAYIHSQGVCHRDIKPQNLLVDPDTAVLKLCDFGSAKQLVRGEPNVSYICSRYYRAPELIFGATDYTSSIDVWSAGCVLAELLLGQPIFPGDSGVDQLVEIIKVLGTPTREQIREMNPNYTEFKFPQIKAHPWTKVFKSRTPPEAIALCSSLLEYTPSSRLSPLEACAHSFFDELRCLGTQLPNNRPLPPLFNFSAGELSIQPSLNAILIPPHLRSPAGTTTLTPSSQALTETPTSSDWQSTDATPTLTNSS
An asterisk follows results filed as active; i = inactive; ? = inconclusive; / = not tested or not shown. An excerpt, so the mix of outcomes need not match the whole.

SMILES | aSyn UTR inh | PolyA inhibitor | GSK3beta inhib | IEC-6 tox | AI-2 QS modul | HSF1 inhib | KLF5 inhibitor | HSF1 activator | HSP90 refold inh | GSK3 alpha inh
COc1ccc(NC(=O)/C=C/c2cc(OC)c(OC)c(OC)c2)cn1 | 16 | i | 1 | 1 | 33 | -1 | -27 | 1 | -5 | -1
Fc1cccc(Oc2nc3ccccc3n3cccc23)c1 | 41 | i | -2 | 10 | 16 | 3 | 10 | 9 | 0 | -1
CCOc1ccc(C2C=C(c3ccccc3)Nc3nnnn32)cc1 (centres undefined) | -152 | i | -5 | 2 | 3 | 5 | -16 | 24 | 0 | -2
CCn1ncc(Br)c1C(=O)Nc1ccc(F)c([N+](=O)[O-])c1 | 14 | i | 5 | 25* | 21 | -14 | -16 | 5 | 2 | -1
O=C(c1ccco1)N1CCN(Cc2cc(=O)c(OCc3ccc(F)cc3)co2)CC1 | -5 | i | 4 | / | 16 | -7 | / | 7 | / | 5
CCOc1ccc(Cn2nnc(C(=O)Nc3ccc(OC)cc3OC)c2N)cc1 | 1 | i | 1 | 8 | 2 | 1 | -24 | 1 | -4 | -1
Cc1c(OC(C)C(=O)NCc2ccccn2)ccc2c3c(c(=O)oc12)CCCC3 (centres undefined) | -5 | i | -3 | 4 | 29 | 15 | -27 | 24 | 1 | 3
O=C(Nc1ccc(F)cc1)N1CCN(c2ccc(F)cc2)CC1 | 9 | i | -16 | -8 | 19 | -1 | -10 | 14 | -2 | -1
COc1ccc(NC(=O)Cn2c(=O)oc3cc(Cl)ccc32)c(OC)c1 | 10 | i | -1 | 0 | 28 | 2 | -17 | 17 | 3 | -1
Cc1c(C(=O)N2CCCCC2)c(S(=O)(=O)NCc2ccc(N(C)C)cc2)c(C)n1C | 11 | / | 5 | -7 | -13 | 5 | -9 | 4 | -4 | -1
CC(=O)OCc1c(C(F)(F)F)nn(C)c1Oc1cccc(C(F)(F)F)c1 | 10 | i | -1 | 2 | 25 | -1 | -16 | -15 | 4 | 0
COc1cc(OC)c(NC(C)C(=O)N2CCCC2)cc1Cl (centres undefined) | -25 | i | -5 | 1 | 21 | -3 | -8 | 21 | -1 | -1
O=C(Nc1ccccc1C(=O)O)c1ccc(CN2C(=O)c3ccccc3C2=O)cc1 | -4 | i | / | 0 | / | 3 | -55 | 13 | -1 | -4
CC(=O)c1ccc(-n2nnnc2SCC(=O)N2CCN(C(=O)c3ccco3)CC2)cc1 | -28 | i | 0 | -2 | -8 | 1 | -4 | -12 | -4 | -3
COc1ccc(NC(=O)c2ccc(C#CC(C)(C)O)cc2)cc1 | -27 | i | 0 | 1 | 16 | 0 | -47 | -8 | -7 | -1
N=c1c(C(=O)NCC2CCCO2)cc2c(=O)n3ccccc3nc2n1Cc1ccccc1Cl (centres undefined) | 8 | i | 1 | 30* | 17 | 2 | -30 | 11 | -1 | -1
CCOc1ccc2ccccc2c1/C=N/NC(=O)CNC(=O)c1ccccc1O | 0 | i | 0 | 0 | 3 | 14 | -19 | 41 | 1 | 1
Cc1ccc(NC(=O)Nc2ccc3c(c2)CCC3)c(C)c1 | / | / | 1 | 2 | 6 | / | -24 | / | -1 | /
Cc1ccc(OCC(=O)Sc2ccc(C)cc2)cc1 | -14 | i | -2 | 0 | 17 | 8 | -14 | 4 | 5 | 11
COc1ccccc1N1N=C(c2cccs2)CC1c1ccccc1 (centres undefined) | 9 | i | 0 | 8 | 12 | 7 | -7 | 10 | 2 | -2
Cc1ccc(Cn2c(C(C)Nc3nc(-c4ccc(F)cc4)cs3)nc3cc(C(F)(F)F)ccc32)cc1 (centres undefined) | -18 | i | 1 | / | 20 | 0 | / | -20 | / | 0
CN(NC1OC(=O)c2ccccc21)c1c([N+](=O)[O-])cc(C(F)(F)F)cc1[N+](=O)[O-] (centres undefined) | 36 | i | -4 | 1 | 29 | 2 | -13 | 6 | 2 | -4
O=C(/C=C/c1ccccc1)Nc1cccc(C(=O)O)c1 | 95* | i | 0 | 4 | 36 | -78* | 102* | -83 | 89* | -3
Cc1ccc2nsnc2c1S(=O)(=O)N1CCCC1 | 3 | i | 2 | 3 | 17 | 3 | -6 | -4 | 4 | -1
CCOC(=O)c1sc2nc(CSc3nc4ccccc4n3CC)[nH]c(=O)c2c1C | 21 | i | -1 | -4 | 9 | 1 | -28 | 14 | 7 | 3

The final 2 entries of the part above come first, to join the parts.
SMILES | aSyn UTR inh | PolyA inhibitor | GSK3beta inhib | IEC-6 tox | AI-2 QS modul | HSF1 inhib | KLF5 inhibitor | HSF1 activator | HSP90 refold inh | GSK3 alpha inh
Cc1ccc2nsnc2c1S(=O)(=O)N1CCCC1 | 3 | i | 2 | 3 | 17 | 3 | -6 | -4 | 4 | -1
CCOC(=O)c1sc2nc(CSc3nc4ccccc4n3CC)[nH]c(=O)c2c1C | 21 | i | -1 | -4 | 9 | 1 | -28 | 14 | 7 | 3
O=C(COC(=O)c1ccco1)Nc1nc2ccc([N+](=O)[O-])cc2s1 | -20 | i | 0 | -2 | -35 | 6 | -25 | -1 | 0 | -2
CCOC(=O)Cc1c(C)nc(Cc2ccc(OC(C)C)cc2)[nH]c1=O | -16 | i | 0 | 3 | 34 | 1 | 27 | 6 | 3 | -2
Cc1ccccc1CC1(CO)CCCN(C(=O)c2ccc(F)cc2)C1 (centres undefined) | -8 | i | -1 | 1 | 22 | -1 | 10 | -4 | -1 | 1
Cc1ccc(NS(=O)(=O)c2ccc3c(c2)oc(=O)n3C)c(C)c1 | -9 | i | 2 | 2 | -23 | 4 | -39 | 2 | 0 | 0
C=CCn1c(CCC(=O)Nc2ccc(C)c(Cl)c2)nnc1SCC(=O)Nc1ccccc1C | 21 | i | 3 | 0 | 37 | 3 | -18 | 12 | 0 | 2
N#Cc1c(-n2cccc2C=O)sc2c1CCCC2 | 5 | i | -3 | 1 | -3 | -6 | -5 | 10 | 3 | 1
CCN(CC)P(=O)(Nc1ccc(Br)cc1)c1c(C)nn(CCC#N)c1NC(=O)c1ccc(Cl)cc1 (centres undefined) | -1 | i | -4 | -1 | 0 | 2 | -22 | 14 | 3 | 0
COc1cccc(COC(=O)C2CCN(S(=O)(=O)c3ccc(C)cc3)CC2)c1OC | 12 | i | -1 | / | 17 | -1 | / | 3 | / | -1
Cc1ccc(S(=O)(=O)N2CCCC(C(=O)NNCC(=O)Nc3cc(F)ccc3F)C2)cc1 (centres undefined) | 7 | i | -1 | 0 | 10 | 0 | 14 | 7 | -3 | -3
Cc1ccc(C)c(NC(=O)CSc2nnc(CNC(=O)c3cccs3)o2)c1 | 8 | i | -1 | -3 | 46 | 6 | -13 | 7 | 1 | -3
CC(=O)Nc1nc(SCC(=O)NCc2ccc(F)cc2)[nH]c(=O)c1NC(=O)c1cccs1 | -8 | i | 2 | -1 | 24 | -1 | -37 | -2 | -4 | 2
CCOC(=O)c1[nH]c2c(c1-c1ccccc1)C(=O)CC(c1ccc(OCC)cc1)C2 (centres undefined) | 2 | i | 1 | 3 | 24 | 7 | 5 | 21 | 2 | /
COc1ccc(C(=O)CSc2nnc(-c3cccnc3)n2Cc2ccco2)cc1 | -9 | i | -1 | -6 | 34 | -7 | -26 | 8 | 0 | 0
COc1cc([N+](=O)[O-])cc(/C=N/NC(=O)Cn2nc(C)cc2C)c1O | 6 | i | 4 | -1 | 75 | 0 | -33 | -9 | -5 | -5
CCC(C)c1ccccc1N1CC(C(=O)N(C)CC(=O)Nc2cccc(F)c2)CC1=O (centres undefined) | 1 | i | -1 | / | 4 | 4 | / | 24 | / | 0
Cc1nnsc1C(=O)NC(C)c1ccccc1 (centres undefined) | 7 | i | -1 | -6 | 21 | -6 | -43 | -3 | -6 | -1
COCc1nnc(NC(=O)c2sc3ccccc3c2Cl)s1 | -102 | i | 2 | -1 | 12 | 11 | -78 | 20 | 1 | -1
Cc1ccc(NC(=O)CCSc2ccccn2)cc1 | -145 | i | 2 | 1 | -54 | 20 | -95 | 26 | 8 | 0
C=C(C)Cn1c(CCCNC(=O)C(C)(C)C)nc2ccccc21 | 7 | i | -2 | -4 | 8 | ? | -21 | -61 | 1 | -3
O=C(C1CCCCC1)N1CCN(c2nc(-c3ccc(F)cc3)cs2)CC1 | -5 | i | -2 | -16 | 23 | -6 | -37 | 5 | -7 | -3
CCOc1cc(C(=O)N2CCCC2)cc(OCC)c1OCC | 8 | i | -1 | 0 | 12 | 4 | -37 | 9 | 0 | -3
Fc1cccc(-n2ncc(-c3nnnn3-c3ccccc3)c2C(F)(F)F)c1 | -4 | i | -16 | 0 | 16 | 3 | -43 | 2 | -2 | 2
O=C(NCc1ccco1)c1sc(=S)n2c1[nH]c(=O)c1ccccc12 | -21 | i | -6 | 1 | 33 | 16 | -19 | 8 | -1 | 17
Cc1ccc(CNC(=O)Cc2cn(C)c3ccccc23)cc1 | 2 | i | 0 | -2 | 48 | -4 | -42 | 15 | -2 | 6
Cc1ccc2c(C)c(C(=O)Nc3ccc(S(N)(=O)=O)cc3)oc2c1C | -5 | i | -3 | 10 | 2 | -7 | 6 | 5 | 2 | 0
COc1ccccc1NC(=S)NC(=O)c1ccc(Cn2cc(Br)cn2)cc1 | 5 | i | 1 | 4 | 1 | -7 | -12 | 2 | 0 | 0

Compounds shown so far that contain an aryl thioether with sulfur outside any ring (7):
SMILES | aSyn UTR inh | PolyA inhibitor | GSK3beta inhib | IEC-6 tox | AI-2 QS modul | HSF1 inhib | KLF5 inhibitor | HSF1 activator | HSP90 refold inh | GSK3 alpha inh
CC(=O)c1ccc(-n2nnnc2SCC(=O)N2CCN(C(=O)c3ccco3)CC2)cc1 | -28 | i | 0 | -2 | -8 | 1 | -4 | -12 | -4 | -3
CCOC(=O)c1sc2nc(CSc3nc4ccccc4n3CC)[nH]c(=O)c2c1C | 21 | i | -1 | -4 | 9 | 1 | -28 | 14 | 7 | 3
C=CCn1c(CCC(=O)Nc2ccc(C)c(Cl)c2)nnc1SCC(=O)Nc1ccccc1C | 21 | i | 3 | 0 | 37 | 3 | -18 | 12 | 0 | 2
Cc1ccc(C)c(NC(=O)CSc2nnc(CNC(=O)c3cccs3)o2)c1 | 8 | i | -1 | -3 | 46 | 6 | -13 | 7 | 1 | -3
CC(=O)Nc1nc(SCC(=O)NCc2ccc(F)cc2)[nH]c(=O)c1NC(=O)c1cccs1 | -8 | i | 2 | -1 | 24 | -1 | -37 | -2 | -4 | 2
COc1ccc(C(=O)CSc2nnc(-c3cccnc3)n2Cc2ccco2)cc1 | -9 | i | -1 | -6 | 34 | -7 | -26 | 8 | 0 | 0
Cc1ccc(NC(=O)CCSc2ccccn2)cc1 | -145 | i | 2 | 1 | -54 | 20 | -95 | 26 | 8 | 0
